Rab7 wt GTP bind = alters GTP binding to wildtype dog Rab7; GST-Rab7 beads, fluorescent GTP binding, flow cytometry; actives lie on both sides; untreated = 100%, excess cold GTP = 0%; GTP binding activity (percent of control), % at 10 µM; 190,000 compounds, 0.055% hits; AID 758;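 active means fluorescent GTP binding to Rab7 beads changed by at least 20 points from the 100% baseline, either direction, mostly lower; inconclusive means compound itself probably fluorescent, or too few beads counted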;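 further: median green fluorescence of bound Bodipy-FL-GTP per Rab7 bead population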
GSH fluor = GSH bead compound fluorescence profile; 190,000 compounds, 0.25% hits; fluorescence (KMESF) at 10 µM; GSH beads flow cytometry, compound fluorescence 488/530 nm; active compounds read high; in the data active means fluorescence above about 89;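 further: glutathione beads carrying GST-tagged Bcl family fusion proteins plus one bare bead set; values are compound well signal with DMSO vehicle wells as background; inactives centre near 16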
ABCG2 block = blocks JC-1 efflux by human ABCG2 transporter; inhibition, % at 6.6 µM; Q9UNQ0; IgMXP3 cells, flow cytometry; 190,000 compounds, 0.1% hits;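 active means inhibition above 80%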;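 further: 0% = DMSO and 100% = nicardipine control wells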
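Assay system – ABCG2 IgMXP3 and barcoded ABCB1 CCRF-Adr cell mix · Input – 3 million cells/mL in well · Reagent – JC-1 fluorescent substrate · Compound – single test compound dose, 6.6 µM final · Timing – 10 min exposure at 25 °C with rotation, no wash · Detection – flow cytometry of retained JC-1 fluorescence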
HRas wt GTP = human HRas wildtype GTP binding, change in either direction. 190,000 compounds, 0.14% hits. GST-Ras wt beads, Bodipy-FL-GTP binding, flow cytometry; actives lie on both sides. P01112. AID 759. GTP binding activity, % at 10 µM;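 active means GTP binding activity at least 20% away from the 100% baseline, either lowered as inhibitor or raised as activator; inconclusive means flagged as likely green fluorescent, judged across all proteins in the well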;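 further: 0% = unlabeled GTP competition control and 100% = no-compound control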
Target sequence (P01112 whole entry, looked up): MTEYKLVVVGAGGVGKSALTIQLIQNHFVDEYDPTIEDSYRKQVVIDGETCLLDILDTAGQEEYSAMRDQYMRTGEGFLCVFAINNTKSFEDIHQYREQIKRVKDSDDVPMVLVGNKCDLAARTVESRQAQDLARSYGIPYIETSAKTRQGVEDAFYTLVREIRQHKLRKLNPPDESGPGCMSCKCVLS
Avidin bead fluor = compound fluoresces at 488/530 nm on avidin beads; 220,000 compounds, 0.38% hits; fluorescence (KMESF) at 10 µM; compound fluorescence 488/530 nm, flow cytometry; active compounds read high; in the data active means fluorescence above about 47; further: inactives centre near 10
Rab2 wt GTP = changes GTP binding to wildtype dog Rab2A, up or down. P61105. GST-Rab2 wt beads, Bodipy-GTP binding, flow cytometry. GTP binding activity, % at 10 µM. 190,000 compounds, 0.19% hits. AID 760;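 active means GTP binding activity at least 20 points away from 100%, either lowered or raised; inconclusive means signal likely due to the compound's own green fluorescence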;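 further: 0% = beads with excess unlabeled GTP and 100% = no-compound control corrected for plate trend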
Rac1 act GTP bind = modulators of GTP binding to human Rac1 activated mutant. P63000. GST-Rac1 activated beads, fluorescent GTP binding, flow cytometry; actives lie on both sides; 100% means binding = to untreated wells. percent activity (GTP binding), % at 10 µM. 190,000 compounds, 0.11% hits. AID 764;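 active means GTP binding at least 20 percentage points away from the 100% baseline, in either direction, so actives lie on both sides; inconclusive means Compound likely fluorescent itself, or too few beads counted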
Pf gamet viab = kills late stage P. falciparum gametocytes. P. falciparum stage V gametocytes, ATP luminescence, 24 h. inhibition, % at 10.9 µM. 150,000 compounds, 0.065% hits. AID 743093;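 active means inhibition above the mean plus 3 SD of compounds within the control limits, set per campaign, cut at about 38% in these data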;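 further: 0% = DMSO wells and 100% = medium only without gametocytes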
Cdc42 wt GTP = changes GTP binding to wildtype human Cdc42; P60953; GST-Cdc42 beads, Bodipy-GTP binding, flow cytometry; actives lie on both sides; percent activity (GTP binding), % at 10 µM; 190,000 compounds, 0.2% hits; AID 761;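 active means percent activity GTP binding at least 20 points away from the 100% baseline, either down as inhibitor or up as activator; inconclusive means compound flagged as likely green fluorescent from well-wide comparison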;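 further: median bead fluorescence of bound Bodipy-FL-GTP at 100 nM; 0% = excess unlabeled GTP control and 100% = no compound control; below 100% means less GTP binding so inhibitor and above means activator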
Target sequence (P60953 whole entry, looked up): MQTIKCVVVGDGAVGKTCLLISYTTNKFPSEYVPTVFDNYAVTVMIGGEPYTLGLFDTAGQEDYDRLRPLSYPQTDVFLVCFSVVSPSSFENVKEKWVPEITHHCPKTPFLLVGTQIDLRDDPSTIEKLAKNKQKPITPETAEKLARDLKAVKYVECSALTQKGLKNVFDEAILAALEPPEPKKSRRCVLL
ABCB1 inh = blocks JC-1 efflux by human ABCB1 transporter. AID 1326. CCRF-Adr cells, flow cytometry. inhibition, % at 6.6 µM. P08183. 190,000 compounds, 0.067% hits; in the data active means inhibition above about 40%;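 further: 0% = vehicle and 100% = reference inhibitor; higher value means more JC-1 retained so stronger ABCB1 efflux block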
Rac1 wt GTP bind = human Rac1 wildtype GTP binding, inhibitors and activators; P63000; GST-Rac1 beads, fluorescent GTP binding, flow cytometry; actives lie on both sides; 0 = cold GTP competed, 100 = untreated; GTP binding activity (% of control), % at 10 µM; 190,000 compounds, 0.27% hits;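 active means GTP binding activity at least 20 points away from the 100% control level, either lower or higher; inconclusive means compound flagged as likely green fluorescent, judged across all proteins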
Numbers without * were called inactive; ? = inconclusive; . = not tested or not shown; [ ] = dose if it differs, or a comment.

SMILES	Rab7 wt GTP bind	GSH fluor	ABCG2 block	HRas wt GTP	Avidin bead fluor	Rab2 wt GTP	Rac1 act GTP bind	Pf gamet viab	Cdc42 wt GTP	ABCB1 inh	Rac1 wt GTP bind
COCCNC(=O)C1CCC(Cn2c(=S)[nH]c3ccccc3c2=O)CC1 (stereo not given)	99	36	4	96	15	98	98	-9	100	1.2	101
OC(CNCCC1C=Nc2ccccc21)Cn1c2ccc(Cl)cc2c2cc(Cl)ccc21 (stereo not given)	112	2	-5	114	15	113	108	0	115	-0.5	144*[activator]
O=C(OCC(=O)N1CCN(c2ccccc2)CC1)c1ccccn1	98	14	-6	97	4	99	100	8	97	-1.4	106
CC(=O)c1cccc(NC(=O)N2CCCC2C(=O)Nc2c(C)cccc2C)c1 (stereo not given)	103	14	3	99	9	97	97	-14	96	0.5	98
O=C(c1ccccc1)N1CCN(Cc2c[nH]c3ccccc23)CC1	104	37	3	103	20	105	99	.	106	1.2	109
CNC(=S)N(CCc1cccc(C)c1)Cc1cc2cc(OC)c(OC)cc2[nH]c1=O	?	15	1	?	16	?	?	12	?	0.1	?
C=CCn1c(CCCNC(=O)C(C)(C)C)nc2ccccc21	101	14	1	102	6	101	101	.	101	0.4	101
CCOc1ccc(CCNC(=O)c2cc3sc(Cl)cc3n2C)cc1OCC	97	36	3	98	8	98	97	15	99	0.5	100
Cc1ccc(C)c(NS(=O)(=O)c2cc(Br)cnc2N)c1	99	9	2	101	6	102	100	-3	102	1.0	105
O=C(Nc1ccccc1)N1CCSCC1	96	43	1	98	8	95	97	.	98	0.2	98
O=C(NNC(=O)c1c(F)cccc1F)c1ccccc1-n1cccc1	107	10	1	99	12	101	96	-5	102	0.2	102
Cc1ccc(Sc2nc(C)cc(C)c2S(C)(=O)=O)cc1	94	14	1	99	21	98	95	.	99	0.1	96
Cc1nc(CSc2nsc(/C=C/N(C)C)c2C#N)cs1	98	10	5	97	13	99	95	-27	101	0.2	101
CC12CCC(=O)N1C(C(=O)OCC(=O)Nc1ccc(Cl)c(Cl)c1)CS2 (stereo not given)	95	12	10	96	25	95	97	7	97	1.5	101
O=C(CN1CCN(c2ccccc2O)CC1)NC(c1ccccc1)c1ccccc1	102	16	1	98	5	98	97	.	103	0.6	101
NC(=O)c1ccsc1NC(=O)COC(=O)Cc1cccc2ccccc12	100	52	4	101	12	99	99	.	100	0.8	108
Cc1cccc(OCC(=O)NNC(=O)C2CCCCC2C(=O)O)c1 (stereo not given)	106	10	3	102	6	103	101	-12	105	0.7	106
COc1cc(OC)c(Cl)cc1N	107	5	0	105	5	104	105	10	107	0.0	111
CCOC(=O)c1c(C)n(C)c2ccc(OCC(O)CN3CCC(C)CC3)cc12 (stereo not given)	100	20	-3	100	7	98	99	.	99	-2.2	102
Cc1ccc(CNC(=O)c2cn(C3CCCC3)c(=O)c3c2c2ccccc2n3C)o1	99	14	5	98	27	98	95	.	97	1.6	97
CCOC(=O)c1nn(C23CC4CC(CC(C4)C2)C3)c2c1C(=O)N(c1ccc(C)cc1)C2=O	102	23	5	99	5	100	98	.	98	0.8	99
Cc1ccc(Nc2c([N+](=O)[O-])c(=O)n(C)c3ccccc23)cc1C	99	36	10	97	7	97	95	.	98	0.7	97
CC1CN/C(=C\C(=O)c2ccc(Cl)cc2)C(=O)N1 (stereo not given)	95	14	4	100	6	101	100	-13	102	0.3	106
CC(=O)Nc1ccc(NC(=O)/C(Cl)=C/c2ccccc2)cc1	104	13	3	103	37	102	99	16	107	0.3	107

A few values from above.
CCOC(=O)c1c(C)n(C)c2ccc(OCC(O)CN3CCC(C)CC3)cc12 (stereo not given) – ABCB1 inh = -2.2
CC12CCC(=O)N1C(C(=O)OCC(=O)Nc1ccc(Cl)c(Cl)c1)CS2 (stereo not given) – GSH fluor = 12
C=CCn1c(CCCNC(=O)C(C)(C)C)nc2ccccc21 – Rac1 wt GTP bind = 101

Two entries picked at random from the list so far, as already listed:
SMILES	Rab7 wt GTP bind	GSH fluor	ABCG2 block	HRas wt GTP	Avidin bead fluor	Rab2 wt GTP	Rac1 act GTP bind	Pf gamet viab	Cdc42 wt GTP	ABCB1 inh	Rac1 wt GTP bind
COc1cc(OC)c(Cl)cc1N	107	5	0	105	5	104	105	10	107	0.0	111
CCOC(=O)c1c(C)n(C)c2ccc(OCC(O)CN3CCC(C)CC3)cc12 (stereo not given)	100	20	-3	100	7	98	99	.	99	-2.2	102

Given with values under each structure: part of the list above.
Under each structure: Rab7 wt GTP bind | GSH fluor | ABCG2 block | HRas wt GTP | Avidin bead fluor | Rab2 wt GTP | Rac1 act GTP bind | Pf gamet viab | Cdc42 wt GTP | ABCB1 inh | Rac1 wt GTP bind
Cc1ccc(CNC(=O)c2cn(C3CCCC3)c(=O)c3c2c2ccccc2n3C)o1
→ 99 | 14 | 5 | 98 | 27 | 98 | 95 | . | 97 | 1.6 | 97
Cc1ccc(Nc2c([N+](=O)[O-])c(=O)n(C)c3ccccc23)cc1C
→ 99 | 36 | 10 | 97 | 7 | 97 | 95 | . | 98 | 0.7 | 97
CCOc1ccc(CCNC(=O)c2cc3sc(Cl)cc3n2C)cc1OCC
→ 97 | 36 | 3 | 98 | 8 | 98 | 97 | 15 | 99 | 0.5 | 100
O=C(Nc1ccccc1)N1CCSCC1
→ 96 | 43 | 1 | 98 | 8 | 95 | 97 | . | 98 | 0.2 | 98
CC1CN/C(=C\C(=O)c2ccc(Cl)cc2)C(=O)N1 (stereo not given)
→ 95 | 14 | 4 | 100 | 6 | 101 | 100 | -13 | 102 | 0.3 | 106
Cc1cccc(OCC(=O)NNC(=O)C2CCCCC2C(=O)O)c1 (stereo not given)
→ 106 | 10 | 3 | 102 | 6 | 103 | 101 | -12 | 105 | 0.7 | 106
CC(=O)c1cccc(NC(=O)N2CCCC2C(=O)Nc2c(C)cccc2C)c1 (stereo not given)
→ 103 | 14 | 3 | 99 | 9 | 97 | 97 | -14 | 96 | 0.5 | 98

Compound activity as filed in PubChem.
